TAAR1 antag: human TAAR1 antagonism; Q96RJ0; actives 1.5% (n = 360,000); CHO RD-HGA16 TAAR1, Fluo-8 calcium fluorescence, antagonist; inhibition, % at 3 µM;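 active = inhibition above a per-plate cutoff, the mean inhibition of test compounds on that plate plus 3 SD, cut at about 49% in these data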;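 also: 0% = DMSO plus EC80 beta-PEA response and 100% = DMSO alone without agonist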
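Material: RD-HGA16 CHO cells with stable hTAAR1 and Gα16; Dosing: single nominal final test compound concentration of 3 µM; Schedule: seeding 17-24 h prior, 75-min 37 °C, 30-min RT dye loading; Detection: kinetic Fluo-8 calcium fluorescence measurement; Measure: % inhibition from peak post-agonist over basal fluorescence ratio; Benchmarks: vehicle and agonist controls.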
M1 ag: activates human CHRM1 receptor; P11229; CHO-K1 hM1, Fluo-8 calcium fluorescence, agonist mode; 0% DMSO, 100% acetylcholine EC100; activation, % at 3 µM; actives 0.33% (n = 360,000);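 active = activation above the run's mean compound activation plus 3 SD, cut at about 16% in these data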;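 also: peak over basal fluorescence ratio within a 140 s kinetic read after compound addition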
Target sequence (P11229 whole entry, looked up): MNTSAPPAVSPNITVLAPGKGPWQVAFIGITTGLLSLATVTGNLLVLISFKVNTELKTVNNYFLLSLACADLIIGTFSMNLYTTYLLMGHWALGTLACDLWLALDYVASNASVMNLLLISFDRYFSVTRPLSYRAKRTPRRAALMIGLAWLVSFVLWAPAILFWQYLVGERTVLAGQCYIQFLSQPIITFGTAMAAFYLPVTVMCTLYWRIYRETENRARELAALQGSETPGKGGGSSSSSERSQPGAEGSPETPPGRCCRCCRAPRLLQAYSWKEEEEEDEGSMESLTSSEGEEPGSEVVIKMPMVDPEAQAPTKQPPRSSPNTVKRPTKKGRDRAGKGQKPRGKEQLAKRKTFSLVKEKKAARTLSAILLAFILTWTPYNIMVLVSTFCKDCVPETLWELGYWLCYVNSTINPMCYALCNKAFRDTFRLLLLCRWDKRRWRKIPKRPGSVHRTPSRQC
CHO-K1 Ca ag: nonselective activator or artifact in parental CHO-K1 cells. Fluo-8 calcium fluorescence; scaled to maximal ATP response, vehicle zero. activation, % at 3 µM. actives 0.48% (n = 360,000). AID 602248; in the data active = activation above about 15%;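 also: untransfected CHO-K1 host cells lacking M1 receptor as counterscreen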
CHO-K1 Ca PAM: M1 PAM counterscreen hit in parental CHO-K1 cells; actives 0.02% (n = 360,000); ATP EC20, Fluo-8 calcium fluorescence; 0% at ATP EC20, 100% at ATP max; activation, % at 3 µM; AID 602247;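 active = activation above the run cutoff, the mean activation of all test compounds plus 3 SD, cut at about 40% in these data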;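 also: peak over basal fluorescence ratio in a 140 s read after ATP addition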
OXTR potentiator: potentiators of human oxytocin receptor; P30559; CHO-OTR cells, Fluo-8 calcium fluorescence, potentiator mode; 0% = oxytocin EC15, 100% = EC100; activation, % at 3 µM; actives 0.061% (n = 320,000);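 active = activation above that plate's cutoff, the mean activation of tested compounds plus 3 SD, cut at about 6.6% in these data, passing the limit was not always enough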;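 also: 100% uses oxytocin at 75 nM as the full agonist control; some results filed as inactive read as strong as hits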
Target sequence (P30559 whole entry, looked up): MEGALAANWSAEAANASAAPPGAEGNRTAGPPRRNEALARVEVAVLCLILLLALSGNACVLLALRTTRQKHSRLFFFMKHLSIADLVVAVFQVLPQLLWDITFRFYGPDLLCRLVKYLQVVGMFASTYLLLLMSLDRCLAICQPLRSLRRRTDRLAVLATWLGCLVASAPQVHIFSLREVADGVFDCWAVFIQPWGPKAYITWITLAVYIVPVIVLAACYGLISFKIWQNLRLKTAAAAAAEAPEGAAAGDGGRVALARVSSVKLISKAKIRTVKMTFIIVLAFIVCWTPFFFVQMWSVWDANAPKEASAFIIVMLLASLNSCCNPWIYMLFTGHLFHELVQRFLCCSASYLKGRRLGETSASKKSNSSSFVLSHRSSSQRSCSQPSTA
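Replication – single well per compound, singlicate · Assay system – CHO cell line stably expressing human OTR · Timing – 6 min pre-incubation, 100 s read · Measure – normalized max/min fluorescence ratio, % activation · Doses – 3.0 µM, one dose · Detection – Fluo-8 calcium dye fluorescence · Probe or stimulus – oxytocin near EC15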
CHO parental Ca: counter-screen: ATP calcium response change in parental CHO cells. parental CHO-K1, ATP-induced calcium, Fluo-8 fluorescence. inhibition, % at 5.6 µM. actives 0.63% (n = 330,000). AID 463079;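 active = inhibition above that plate's mean sample inhibition plus 3 SD, cut at about 26% in these data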;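 also: 0% = ATP-challenged DMSO wells and 100% = DMSO wells without ATP; some compounds past the cut are filed as inactive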
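Test system: parental CHO cells; detection: calcium-sensitive Fluo-8 fluorescence; evaluation: percent inhibition of calcium signal; also added: ATP as calcium-mobilizing challenge; repeats: one well per compound; control set: ATP-challenged DMSO wells low, unchallenged DMSO wells high; compound: single nominal dose of 5.6 µM per compound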
TAAR1 agonist: agonists of human TAAR1; Q96RJ0; CHO RD-HGA16 TAAR1, Fluo-8 calcium fluorescence; vehicle wells 0%, saturating PEA agonist 100%; activation, % at 3 µM; actives 0.99% (n = 360,000); AID 624467;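 active = activation above the mean activation of all test compounds in the run plus 3 SD, cut at about 38% in these data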
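System: CHO-derived RD-HGA16 cells with stable Gα16 and human TAAR1 / Times: 17-24 h plating, Fluo-8 75 min 37 °C, 30 min RT / Technique: calcium-sensitive Fluo-8 signal, excitation 470-495, emission 515-575 nm / Measure: % activation relative to PEA EC100 response / Benchmarks: DMSO and PEA EC100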
CHO-K1 Ca antag: nonselective inhibitor or artifact in parental CHO-K1 cells | actives 0.6% (n = 360,000) | inhibition, % at 3 µM | AID 602250 | ATP-induced calcium, Fluo-8 fluorescence;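 active = inhibition above a per-plate cutoff, the plate's mean sample inhibition plus 3 SD, cut at about 24% in these data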;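 also: 0% = DMSO plus EC80 ATP and 100% = DMSO alone without ATP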
V1R ag counter: V1a receptor agonism, counter-screen for OXTR agonists | CHO-V1R cells, Fluo-8 calcium fluorescence, agonist mode; 0% DMSO, 100% 3 nM vasopressin | actives 0.25% (n = 320,000) | activation, % at 3 µM | AID 2797;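 active = activation above the mean activation of all tested compounds plus 3 SD, per screening run, cut at about 20% in these data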;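 also: signal is peak over basal fluorescence ratio across a 100 second FLIPR read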
* marks the source's active call; other numbers are inactive results; · = not tested or not shown.

Start of the data: the first 2 entries, to show the layout:
Below each compound: TAAR1 antag, M1 ag, CHO-K1 Ca ag, CHO-K1 Ca PAM, OXTR potentiator, CHO parental Ca, TAAR1 agonist, CHO-K1 Ca antag, V1R ag counter
- CCOc1ccc(N2CC(C(=O)Nc3cccc(C(=O)NC4CC4)c3)CC2=O)cc1 (configuration not stated)
 : -19, -4, -0.4, 3, -4, -17, 5, -17, 0.1
- CCOC(=O)C1C(c2cccs2)NC(=O)N(C)C1(O)C(F)(F)F (configuration not stated)
 : -15, -2, 0.9, 14, -10, -9, 6, -12, 1.0

The whole of this part, from the first entry:
Below each compound: TAAR1 antag, M1 ag, CHO-K1 Ca ag, CHO-K1 Ca PAM, OXTR potentiator, CHO parental Ca, TAAR1 agonist, CHO-K1 Ca antag, V1R ag counter
- CCOc1ccc(N2CC(C(=O)Nc3cccc(C(=O)NC4CC4)c3)CC2=O)cc1 (configuration not stated)
 : -19, -4, -0.4, 3, -4, -17, 5, -17, 0.1
- CCOC(=O)C1C(c2cccs2)NC(=O)N(C)C1(O)C(F)(F)F (configuration not stated)
 : -15, -2, 0.9, 14, -10, -9, 6, -12, 1.0
- Cc1ccnn1-c1ccc(C(=O)NCc2ccccc2CN2CCOCC2)cc1
 : 2, -6, 2.0, 3, 6, -13, 7, -10, 0.1
- Cc1cccc(OCC(=O)NNc2c3ccccc3nc3ccccc23)c1
 : 61*, -1, 6.4, -4, -12, -8, 16, -15, 3.5
- CCNC(=O)COc1ccc(Br)cc1Cl
 : 7, -1, -0.3, -8, -13, -18, 3, 17, 0.9
- Cn1c(=O)c2c(nc(NCCO)n2CCCc2ccccc2)n(C)c1=O
 : -2, -2, 0.3, 13, ·, ·, 0, 0, ·
- CCCc1oc(C(=O)O)cc1CN1CCCC1
 : -11, -1, 0.6, 5, -2, 3, 16, -23, 1.8
- CC(C)(C)C1CCC(C(=O)OCC(=O)N2CCN(C(=O)c3ccco3)CC2)CC1 (configuration not stated)
 : 0, -4, 1.5, 16, -5, -7, 4, 4, 2.2
- CCCC(NC(=O)CCc1c(C)c2cc3c(C)c(C)oc3cc2oc1=O)C(=O)NC(Cc1ccc(Cl)cc1)C(=O)O (configuration not stated)
 : -26, -3, 0.3, -10, ·, ·, 0, 4, ·
- O=C(Nc1ccc(Cc2ccncc2)cc1)c1ccc(Br)o1
 : 9, -3, 2.9, 15, -10, -2, 4, -3, 2.1
- CC(=O)N1CCN(S(=O)(=O)c2ccc(S(=O)(=O)N3CCCC(C)C3)cc2)CC1 (configuration not stated)
 : -2, -5, 0.0, 1, -5, -13, -4, 1, 0.8
- CCC[C@@H](CNC)NC[C@H](Cc1ccccc1)NCCCCc1ccccc1
 : 15, -10, 1.7, 9, -6, -8, 5, 7, 3.2
- COc1ccc(C(=O)CC(=O)C(=O)Nc2ccccc2OC)cc1
 : -11, -3, 2.0, -16, -10, -10, 3, 9, 1.0
- COC(=O)C1CCCN1C(=O)COc1ccc(Br)cc1Cl (configuration not stated)
 : -6, 1, -0.2, 14, -6, 0, 2, -3, -1.0
- COc1ccc(CCNC(=O)c2cc(=O)c3cc(C)ccc3o2)cc1OC
 : 4, 0, 17*, -6, -16, 8, 12, -7, 13
- COc1ccc(Nc2ncnc3c2cnn3-c2ccccc2)cc1OC
 : -4, -4, 0.9, 16, -7, -5, -4, -2, -0.3
- CCOC(=O)N1CCN(C(=O)CSc2nnc(-c3cccc(OC)c3)o2)CC1
 : -4, -2, 0.3, 16, 0, -34, 4, -9, 0.3
- CS(=O)(=O)Nc1ccc(N2CCN(c3ccc(C(F)(F)F)cn3)CC2)nc1
 : 12, 0, 12, -3, -18, 14, 10, 8, 12
- CC1CCCCC1NC(=O)CSc1nnc(CNC(=O)c2ccccc2)n1C (configuration not stated)
 : 18, -6, -0.2, 16, -7, -7, -2, 3, 0.5
- O=C(O)C1CC1c1ccc(Br)cc1 (configuration not stated)
 : -4, -3, 0.0, -5, -2, -5, 0, 1, 0.2
- O=C(CSc1nnc(C2COc3ccccc3O2)o1)NC1CCCCC1 (configuration not stated)
 : 3, -5, 2.4, 10, 2, -18, -1, 2, 0.2
- OCCCNc1nc(-c2ccc(Cl)cc2)nnc1-c1ccccc1
 : 2, -2, 1.0, 8, 2, -2, -1, -4, 0.2
- CN(C)CCOCCOc1ccccc1-c1ccccc1
 : 13, -8, 0.9, 28, -1, -8, -1, -14, 0.1
- CCn1c(SCC(=O)NC2CC2)nnc1-c1ccc(C)cc1
 : -14, -4, 0.0, -14, -5, 2, 0, 9, 0.5
- O=C(NC(=S)Nc1ccccc1OC(F)F)c1ccc2c(c1)OCO2
 : 26, -6, -0.2, 3, -6, -8, 12, 3, 0.8
- C/C(=N\Nc1ccc(Cl)c(Cl)c1)c1ccc(-n2ccnc2)cc1
 : 0, -14, 2.0, 18, 5, -11, 12, -2, 0.6
- Cc1[nH]nc(N)c1N=Nc1ccc(Br)cc1
 : -8, ·, ·, ·, -9, 0, -1, ·, 0.7
- c1ccc2c(c1)[nH]c1c(N3CCN(C4CCCCC4)CC3)ncnc12
 : -10, -3, 0.6, 19, -13, -25, -1, -4, 0.2
- CN(CC(=O)Nc1ccccc1Cl)C(=O)COC(=O)C1CCN(c2ccc(C(F)(F)F)cn2)CC1
 : 20, -3, 4.1, 4, -13, -21, 4, -4, 4.0
- CC(=O)c1cccc(NC(=O)c2ccc(-n3cncn3)c3ccoc23)c1
 : -7, 12, 1.8, -16, ·, ·, 6, 22, ·
- COc1ccccc1C1CCN(Cc2c(C)[nH]c3ccccc23)CC1
 : -15, -6, 1.3, 13, -5, -13, 9, -13, 0.7
- CN(C)CC(C)(C)CNC(=S)Nc1cc(S(=O)(=O)N2CCOCC2)ccc1Cl
 : -31, -7, 0.1, -8, -2, -11, 2, -6, -0.1
- CCOC(=O)c1cnc2ccc(Br)cc2c1NCCCN1CCOCC1
 : -15, -7, 0.6, 18, -7, -20, 2, -13, 0.6
- Brc1ccc(N/N=C(/N=Nc2nn[nH]n2)c2ccccc2)cc1
 : 19, -6, 0.3, 14, -1, -8, 4, -14, -0.6
- CCn1c(=O)cc(OCC(=O)NCC2CCCO2)c2ccccc21 (configuration not stated)
 : -3, -1, -0.1, 2, 5, 0, 16, 13, 0.6
- O=C1CCC/C(=N/NC(=O)c2ccc(CN3c4cccc5cccc(c45)S3(=O)=O)cc2)C1
 : 11, 19*, 0.7, 7, -9, -2, 12, 3, 0.0
- CC(C)(C)N1CC(c2nc3ccccc3n2Cc2ccc(Cl)cc2)CC1=O (configuration not stated)
 : 12, 0, 2.1, 6, -9, -28, 11, 1, 5.4
- CC/C(C)=N/NS(=O)(=O)c1ccc(C)c([N+](=O)[O-])c1
 : -17, -1, 0.5, 13, -1, -3, 1, -8, 1.1
- COc1ccc(C)cc1Nc1n[n+](-c2ccccc2)c(-c2ccc(NC(C)=O)cc2)s1
 : 15, -7, -0.1, 15, -6, -2, 5, -11, 0.5
- CCC(=O)OCC(=O)N=c1sccn1Cc1ccc(C)cc1
 : -22, 1, 1.7, -6, -6, 7, 1, 5, 6.5
- CCCCN(C=O)c1c(CC)nc2c(OCC(=O)c3ccc(F)cc3)cccn12
 : 17, -6, 2.7, 11, ·, ·, 1, -20, ·
- Cc1ccc2c(c1)c1ncnc(N3CCc4ccccc4C3)c1n2C
 : 23, ·, ·, ·, -15, -27, 16, ·, 2.1
- Cc1ccc(CN2C(=O)C(C)(C)Oc3ccc(C(=O)N4CCCCC4)cc32)cc1
 : 4, -5, 1.5, 15, -7, -20, 7, -7, -1.2
- COc1ccccc1N1CCN(S(=O)(=O)c2ccc3c(c2)n(C)c(=O)n3C)CC1
 : 15, -9, 2.1, 24, 0, -10, 8, -1, 0.3
- Cc1cccc(OCCCCc2c(C)n[nH]c2C)c1
 : 4, -3, 2.6, -5, -11, -17, 16, -17, 3.6
- CCOC(=O)CSC1=NC(=O)/C(=C\c2ccc(Cl)cc2)S1
 : 9, 2, 3.4, -13, -19, -5, 11, -1, 7.2
- O=C1CC(C2CCCO2)C(=O)N1c1ccc(Cl)c(Cl)c1 (configuration not stated)
 : 11, -4, 0.5, 0, -7, 1, 0, 2, -0.1
- CCn1c2ccc(C)cc2c2nnc(SCCN3CCCCC3)nc21
 : -9, -11, -0.1, -6, 0, -26, -1, -7, -1.4
- COC(=O)C(C)Oc1cc(OC(C)C(=O)OC)c2c(-c3ccccc3)cc(=O)oc2c1 (configuration not stated)
 : 32, -6, 3.5, 20, -3, -20, 5, -13, -0.4
- C[C@@H]1CN(C(=O)c2ccc(OC3CCN(S(=O)(=O)N(C)C)CC3)cc2)C[C@H](C)O1
 : 5, -1, 1.3, -12, -2, 8, 5, -7, 2.8
- CCc1nnc(NC(=O)C2CCN(c3cnccn3)CC2)s1
 : -15, -4, 0.0, 12, 0, 4, 9, 0, -0.1
- Cc1ccc(OCCC(=O)OCC(=O)N2CC(=O)Nc3ccccc32)cc1
 : 11, -2, 1.1, 21, -6, -3, 0, -7, -0.1
- Cc1ccc(N2C(=O)c3cccc4c([N+](=O)[O-])ccc(c34)C2=O)c2cccnc12
 : -18, -4, 1.3, 26, 4, -16, 1, -10, 0.3
- O=C(NCCCN1CCCC1=O)c1sc2ccccc2c1Cl
 : -14, -5, -0.2, -14, -1, -23, 0, 5, -0.8
- N#C/C(=C1/CCCCCN1)c1nc2ccccc2s1
 : -3, -8, 1.2, 27, -12, -11, 19, -18, -0.4
- Cc1cc(NC(=S)N(CCCN2CCOCC2)Cc2ccco2)ccc1Cl
 : -8, -4, 1.1, 17, -6, -12, 7, -11, 0.1

Single records, as listed above:
CC(=O)N1CCN(S(=O)(=O)c2ccc(S(=O)(=O)N3CCCC(C)C3)cc2)CC1 (configuration not stated) is entered as TAAR1 antag = -2; M1 ag = -5; CHO-K1 Ca ag = 0.0; CHO-K1 Ca PAM = 1; OXTR potentiator = -5; CHO parental Ca = -13; TAAR1 agonist = -4; CHO-K1 Ca antag = 1; V1R ag counter = 0.8
COc1ccccc1N1CCN(S(=O)(=O)c2ccc3c(c2)n(C)c(=O)n3C)CC1 is entered as TAAR1 antag = 15; M1 ag = -9; CHO-K1 Ca ag = 2.1; CHO-K1 Ca PAM = 24; OXTR potentiator = 0; CHO parental Ca = -10; TAAR1 agonist = 8; CHO-K1 Ca antag = -1; V1R ag counter = 0.3
Cc1cccc(OCCCCc2c(C)n[nH]c2C)c1 is entered as TAAR1 antag = 4; M1 ag = -3; CHO-K1 Ca ag = 2.6; CHO-K1 Ca PAM = -5; OXTR potentiator = -11; CHO parental Ca = -17; TAAR1 agonist = 16; CHO-K1 Ca antag = -17; V1R ag counter = 3.6

Assay outcomes as filed in PubChem BioAssay.

Rows are unselected; 3.3% or so of the library scored in one or more.
